# High-throughput results (PubChem)
# S100A4 inh HTS: S100A4-myosin IIA interaction inhibition; S100A4/TAMRA-MyoIIA peptide fluorescence polarization; inhibition, % at 10.7 µM; 360,000 compounds, 0.14% hits;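 active means mean inhibition of at least 70% across replicates, with every replicate also reaching that level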
# Target sequence (P26447 whole entry, looked up): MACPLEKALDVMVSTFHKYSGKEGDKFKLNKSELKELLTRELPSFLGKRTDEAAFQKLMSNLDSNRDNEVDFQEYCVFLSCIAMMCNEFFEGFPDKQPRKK
#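 Assay system: human S100A4 monomer with TAMRA-labelled myosin IIA peptide / Buffer or medium: Calcium-containing HEPES buffer, pH 7.2 / Reagent: TAMRA-labelled myosin IIA heavy-chain peptide probe, 5 nM / Compound: one dose per compound / Timing: polarization read 5 min after assay mix addition, stable 5–60 min / Benchmarks: neutral control DMSO, positive control TFP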
# PGC1a acetyl inh: PGC1a acetylation modulation, inhibitor mode. AID 651687. U2OS PGC1a acetylation, AlphaScreen anti-acetyl-lysine; with virally co-expressed GCN5 acetyltransferase. inhibition, % at 15.6 µM. 350,000 compounds, 0.17% hits;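 active means every replicate shows inhibition of at least 40%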;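 further: 0% = neutral control wells and 100% = positive control wells; some results beyond the cut were filed as inactive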
# FN deposit inh: fibronectin deposition inhibition; AH1F fibroblasts, Alexa488-fibronectin deposition fluorescence, overnight; AID 743247; inhibition, % at 12.6 µM; 350,000 compounds, 0.086% hits;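 active means mean inhibition across replicates of 30% or more, regardless of how many single replicates reach that level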;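 further: positive control wells lacked labelled fibronectin entirely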
#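 Material: AH1F fibroblast monolayer depositing Alexa488-labelled fibronectin into matrix | Input: 10000 AH1F cells/well | Medium: DMEM plus 2% serum, read in PBS | Reagent: Alexa488-fibronectin, 24 nM final in well | Compound dosing: One dose per compound, pinned | Schedule: 1 h adhesion, overnight exposure | Measured by: Fluorescence at 485 nm excitation, 525 nm emission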
# EWS-Fli block: inhibitors of EWS/Fli oncoprotein transcriptional activity; A673 NR0B1-luciferase reporter, viability-normalised; inhibition, % at 12.6 µM; 350,000 compounds, 0.67% hits;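 active means mean inhibition of at least 50% after viability correction, with every replicate also passing that limit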;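 further: firefly luciferase signal divided by Alamar Blue viability fluorescence both relative to DMSO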
# ERAP1 inh: ERAP1 (human) enzyme inhibition; recombinant ERAP1, Leu-AMC fluorescence, 60 min; inhibition, % at 10.7 µM; 340,000 compounds, 0.15% hits;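 active means mean replicate inhibition of at least 30%, or all replicates individually reaching that 30% level; inactive means mean below 30% and not every replicate reaching it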;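 further: 0% = neutral control wells and 100% = L-leucinethiol positive control wells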
# Target sequence (Q9NZ08 whole entry, looked up): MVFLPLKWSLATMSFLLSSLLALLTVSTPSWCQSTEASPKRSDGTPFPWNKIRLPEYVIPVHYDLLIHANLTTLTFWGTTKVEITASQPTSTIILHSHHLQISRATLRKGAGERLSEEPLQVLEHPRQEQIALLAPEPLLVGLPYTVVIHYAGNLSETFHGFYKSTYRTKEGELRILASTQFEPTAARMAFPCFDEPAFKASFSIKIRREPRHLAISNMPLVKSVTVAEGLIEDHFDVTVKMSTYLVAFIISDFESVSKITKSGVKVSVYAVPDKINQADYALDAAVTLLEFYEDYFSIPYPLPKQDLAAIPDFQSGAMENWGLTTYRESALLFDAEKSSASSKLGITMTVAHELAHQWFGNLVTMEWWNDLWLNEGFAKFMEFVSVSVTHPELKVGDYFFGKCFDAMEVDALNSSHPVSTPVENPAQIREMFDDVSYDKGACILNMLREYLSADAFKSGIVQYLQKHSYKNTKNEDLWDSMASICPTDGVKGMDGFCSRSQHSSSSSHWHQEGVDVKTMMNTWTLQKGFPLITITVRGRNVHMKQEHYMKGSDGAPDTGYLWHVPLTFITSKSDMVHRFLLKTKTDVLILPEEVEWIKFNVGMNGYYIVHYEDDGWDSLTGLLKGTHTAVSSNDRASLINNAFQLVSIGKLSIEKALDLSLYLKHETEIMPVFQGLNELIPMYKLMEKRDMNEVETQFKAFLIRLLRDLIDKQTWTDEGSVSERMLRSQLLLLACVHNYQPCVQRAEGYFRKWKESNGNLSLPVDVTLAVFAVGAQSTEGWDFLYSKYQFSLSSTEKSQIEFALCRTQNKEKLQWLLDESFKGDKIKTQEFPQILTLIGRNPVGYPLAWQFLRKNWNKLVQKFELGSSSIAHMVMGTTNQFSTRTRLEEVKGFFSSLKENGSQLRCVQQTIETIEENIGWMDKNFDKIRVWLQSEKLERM
# LGR2 antag: inhibitors of bursicon-induced Drosophila LGR2 receptor cAMP signaling. HEK293 LGR2, CRE-luciferase, bursicon-stimulated, 4 h. inhibition, % at 9.99 µM. 380,000 compounds, 0.35% hits. AID 720647;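 active means drop in luminescence signal, shown as inhibition above about 50% in the replicate tests, limit read from the data, passing the limit was not always enough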;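 further: agonist challenge used bursicon conditioned medium at about half maximal strength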
# PglD DTNB: blocks C. jejuni PglD acetyltransferase activity. inhibition, % at 12.5 µM. purified PglD enzyme, DTNB colorimetric CoA detection. 360,000 compounds, 0.098% hits; in the data active means inhibition above about 16%, passing the limit was not always enough; further: strong numbers were not always called active
# PAX8 reporter: inhibitors of PAX8 transcriptional activity in RMG-I cells; RMG-I TPO-luciferase reporter, SteadyGlo, 24 h; inhibition, % at 12.6 µM; 360,000 compounds, 1.2% hits;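 active means mean replicate inhibition at least 60% with every replicate also reaching 60%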;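 further: luciferase light reporting Pax8 driven TPO promoter activity; plate controls were median of neutral control wells for no effect and mitoxantrone controls for full effect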
# Numbers without * were called inactive; x = no result given.
SMILES,S100A4 inh HTS,PGC1a acetyl inh,FN deposit inh,EWS-Fli block,ERAP1 inh,LGR2 antag,PglD DTNB,PAX8 reporter
C[C@H](CO)N1C[C@H](C)[C@@H](CN(C)C(=O)CCN2CCCCC2)Oc2ncc(C#CCN(C)C)cc2C1=O,-2,2,8,-7,1,-2,-3,-6
COc1cccc(Cn2c(C(C)n3c(-c4cnccn4)nc4ccccc43)nc3ccccc32)c1 (stereo not given),1,x,3,5,-4,9,x,16
COCCNc1nnnc2c1sc1nc(N3CCOCC3)c3c(c12)CC(C)(C)OC3,-4,0,11,5,1,-1,6,3
O=C(Nc1ccc(C(F)(F)F)cc1)N[C@H]1CC[C@@H](CC(=O)N2CCCCC2)O[C@H]1CO,8,2,-8,-6,x,4,-1,5
Cc1ccc(-n2ncc(C(=O)Nc3cc(Cl)ccc3Cl)c2C2CCNCC2)cc1,-1,x,-6,-3,5,-2,x,8
C[C@H](CO)N1C[C@H](C)[C@@H](CN(C)C(=O)CN(C)C)Oc2ncc(/C=C/c3ccccc3)cc2C1=O,-11,1,3,-9,0,-2,-1,x
CCC(=O)NC[C@H]1[C@@H](c2ccccc2)[C@H](CO)N1C(=O)C1CC1,-1,-8,-6,-5,2,-14,-1,-1
Cn1ncc(Br)c1NC(=O)Nc1ccc(OC(F)(F)F)cc1,-1,x,10,2,0,-18,x,-2
CCN1CCN(c2ncnc3sc(C)c(-c4ccccc4)c23)CC1,2,x,-4,5,3,9,5,8
COc1cccc(S(=O)(=O)N(C)C[C@@H]2Oc3cc(C#CCN(C)C)ccc3S(=O)(=O)N([C@@H](C)CO)C[C@@H]2C)c1,5,9,x,4,1,-6,-6,x
Cc1cccn2cc(-c3ccc4c(c3)NC(=O)CO4)nc12,-3,6,-4,-97,-1,-26,0,-124
NS(=O)(=O)c1cc2c(cc1Cl)NC=NS2(=O)=O,0,3,-5,12,-1,16,0,-10

# The list goes on (5 carried over from the part before).
SMILES,S100A4 inh HTS,PGC1a acetyl inh,FN deposit inh,EWS-Fli block,ERAP1 inh,LGR2 antag,PglD DTNB,PAX8 reporter
Cn1ncc(Br)c1NC(=O)Nc1ccc(OC(F)(F)F)cc1,-1,x,10,2,0,-18,x,-2
CCN1CCN(c2ncnc3sc(C)c(-c4ccccc4)c23)CC1,2,x,-4,5,3,9,5,8
COc1cccc(S(=O)(=O)N(C)C[C@@H]2Oc3cc(C#CCN(C)C)ccc3S(=O)(=O)N([C@@H](C)CO)C[C@@H]2C)c1,5,9,x,4,1,-6,-6,x
Cc1cccn2cc(-c3ccc4c(c3)NC(=O)CO4)nc12,-3,6,-4,-97,-1,-26,0,-124
NS(=O)(=O)c1cc2c(cc1Cl)NC=NS2(=O)=O,0,3,-5,12,-1,16,0,-10
CCCCC[C@H]1CN(C2CCCCC2)C(=O)[C@@H]1CC(=O)NCc1ccc(OC)cc1,3,-5,-6,4,-2,-1,3,7
C=CCSc1nc(Cc2ccc(Cl)cc2)nc2ccccc12,x,-8,-8,x,x,x,1,2
CCn1cc(C(=O)N2CCCC(C(=O)c3cccc(C(F)(F)F)c3)C2)cn1 (stereo not given),4,5,2,-2,-4,-13,4,-1
CC(=O)OC1CC2(C)C(=O)CCC2C2CCc3cc(O)ccc3C12 (stereo not given),-1,6,x,10,2,3,1,x
Cc1nn2c(N3CCN(C)CC3)cc(C(C)(C)C)nc2c1-c1ccccc1,-6,-26,-8,10,x,6,-2,-8
Cc1cc(-c2ccc(C(C)C)c(S(=O)(=O)Nc3ccccn3)c2)on1,4,-2,-4,x,-1,-43,6,4
COC(=O)C[C@H]1C[C@H]2c3cc(NS(=O)(=O)c4ccc(F)cc4)ccc3O[C@H]2[C@@H](CO)O1,-6,-1,13,1,4,-5,4,-13
COC(=O)C(NC(=O)C(CC(C)C)NC(=O)C1CCC(C)CC1)C(C)C (stereo not given),x,3,-2,x,x,x,-2,10
CCOC(=O)N1CCN(C(=O)CSc2nc3c([nH]c4ccccc43)c(=O)n2CCOC)CC1,-5,5,-1,7,4,3,-1,x
COc1ccc(N2CCN(C(=O)Cn3nnc(-c4ccc(OC)c(OC)c4)n3)CC2)cc1,-8,2,x,4,0,0,-7,x
COc1ccccc1NC(=O)Cn1cc(C(=O)c2ccco2)c2ccccc21,-6,-5,10,4,-4,7,1,20
CC1=[N+]([O-])C(C)(C)N(O)C1(C)C,-2,x,2,-7,2,3,x,-11
C[C@H](CO)N1C[C@H](C)[C@H](CN(C)C(=O)Cc2ccccc2)OCc2ccccc2-c2c(n(C)c3ccccc23)C1=O,x,23,-1,-3,x,11,-1,9
COc1ccc(-c2nc3ccccc3n2OCC(=O)O)cc1,-2,19,-18,-94,-4,-21,x,-79
COc1ccc(N(C(=O)c2ccco2)C(C(=O)NC2CCCC2)c2ccc(C)cc2)c(OC)c1 (stereo not given),-4,x,-4,12,1,0,-3,14
Cc1ccc(S(=O)(=O)Nc2ccc3c(c2)C(=O)N([C@H](C)CO)C[C@@H](C)[C@H](CN(C)C(=O)Nc2ccc(C(F)(F)F)cc2)OCCCC[C@H](C)O3)cc1,-5,1,-2,29,3,12,-1,54
O=C(Nc1nccs1)c1ccc2sc([C@H]3C[C@H](O)[C@@H](CO)O3)nc2c1,-3,x,x,-70,0,-19,-3,-96
CN(C)CC(=O)N1CCCCN2[C@@H](CO)[C@@H](c3ccc(/C=C/c4ccccc4)cc3)[C@@H]2C1,1,-27,x,3,0,-7,2,72*
C[C@@H]1CN([C@@H](C)CO)C(=O)c2cc(NS(=O)(=O)c3cn(C)cn3)ccc2O[C@@H](C)CCCCO[C@H]1CN(C)C,0,10,x,x,13,x,0,-17
Cc1cc(OC(=O)c2c(C)cc(O)cc2O)cc(O)c1C(=O)O,-2,-7,x,8,0,-7,-1,x
COC(=O)[C@]12C[C@H](CC(=O)NCc3cccs3)C(=O)N(Cc3ccc4c(c3)OCO4)C1=C[C@H](COCc1ccccc1)O[C@@H]2C,-6,x,-6,0,2,-3,x,8
O=C(C[C@H]1C[C@@H]2c3cc(NC(=O)NC4CCCC4)ccc3O[C@@H]2[C@H](CO)O1)NC1CCCC1,-2,3,4,-5,1,3,2,7
Cn1cccc1/C=N/NC(=O)c1sc2cc(Cl)ccc2c1Cl,-2,x,-1,-9,-3,-16,x,x
COc1cc2[nH]c(=O)n(CCCCCC(=O)NCCc3c[nH]c4ccccc34)c(=O)c2cc1OC,x,-16,1,x,x,x,-2,17
Cc1ccc(S(=O)(=O)N2C[C@@H](O)COC[C@H]3O[C@H](CC(=O)NCc4ccc5c(c4)OCO5)CC[C@@H]32)cc1,20,1,-6,1,2,-12,5,12
c1ccc(COc2ccc(Nc3ncnc4nc[nH]c34)cc2)cc1,8,-10,-17,-55,2,-53,-3,-97
O=C(C/C=N\OCc1ccc(Cl)cc1Cl)Nc1ccccc1,51,4,-11,-2,0,26,x,-12
CC(C)(C)c1ccc(NC(=O)N2CCCN(c3ccc([N+](=O)[O-])cn3)CC2)cc1,-2,-186,-7,5,x,4,-2,5
COc1ccc(CN(C)C[C@@H]2Oc3ccc(NC(=O)NC(C)C)cc3C(=O)N([C@H](C)CO)C[C@@H]2C)cc1,2,2,-14,x,3,3,2,1
Nc1nccc(-c2cc(-c3ccc(Cl)cc3Cl)no2)n1,-4,8,1,-22,-1,60*,-6,-61
O=C(c1cc(Cl)cc(Cl)c1)N1CCC(=O)N([C@H](COCc2ccccc2)Cc2ccccc2)CC1,-1,x,-8,29,6,8,x,0
Nc1ccccc1SC1CC(=O)N(c2ccccc2Cl)C1=O (stereo not given),-2,x,12,-10,-2,6,-4,-5
COCCn1c(C)cc(/C=C(\C#N)C(=O)OCC(=O)N(C)c2c(N)n(Cc3ccccc3)c(=O)[nH]c2=O)c1C,-1,-2,1,-4,8,8,-5,-10
CN1OC[C@@H]2CN(Cc3ccccc3)[C@H](c3cccc(-c4ccccc4)c3)C[C@@H]21,-2,-28,x,4,4,11,-1,-7
COC(=O)c1cc(NC(=O)c2cc(C)oc2C)cc(C(=O)OC)c1,x,-7,-11,x,x,x,2,15
CCOC(=O)C1=C(C)NC2=C(C(=O)CCC2)C1c1cccnc1 (stereo not given),x,-3,1,x,x,-6,2,x
CC1CCN(Cc2nnnn2-c2ccc(Cl)cc2)CC1,x,x,-1,x,x,2,2,6
O=C(C[C@H]1C=C[C@H](NC(=O)c2ccccn2)[C@H](CO)O1)NCc1cc(F)cc(F)c1,6,0,x,-9,x,4,-6,-3
COc1ccccc1S(=O)(=O)N[C@@H]1CC[C@@H](CC(=O)NCc2cc(F)cc(F)c2)O[C@H]1CO,24,-9,x,-7,1,2,x,-20
COCC(=O)N1CC(=O)N2[C@H](CO)[C@@H](c3ccc(-c4ccccc4F)cc3)[C@H]2C1,3,-7,-2,-7,-1,-5,x,17
O=C1/C(=C\c2ccccc2)CCC/C1=C/c1ccccc1,-1,x,0,1,-3,-43,x,10
CO[C@@H]1CN(C)C(=O)c2cc(NC(=O)c3cc(C)on3)ccc2OC[C@@H](C)N(CC2CC2)C[C@@H]1C,-8,-9,12,-4,x,2,3,-20
COCC1CCN(Cc2cn[nH]c2-c2ccc(OC)c(F)c2)C1 (stereo not given),0,-4,-26,1,3,6,-2,-11
Cc1ccc(NC(=O)COC(=O)c2c(-c3ccccc3)noc2C)c(C)c1,5,-10,0,10,-2,23,3,15
CCC/C(=N\NC(=O)Cc1csc(N2CCOCC2)n1)c1ccccc1,-6,x,-3,-32,-2,1,x,-1
C[C@H](CO)N1C[C@H](C)[C@H](CN(C)CC2CC2)Oc2c(NC(=O)c3cnccn3)cccc2C1=O,1,-5,x,7,-1,1,2,x
CN(C)CCNC(=O)c1ccc(-c2cn3c(-c4ccc(Oc5ccccc5)cc4)cnc3cn2)cc1,-7,x,8,40,0,34,6,2
COc1ccc([C@H]2CC(=O)C[C@@H](CCn3cc(CC4CCCC4)nn3)O2)cc1,13,x,3,-1,x,-6,x,10
COc1ccc(NC(=O)Nc2ccc3c(c2)C(=O)N([C@@H](C)CO)C[C@H](C)[C@@H](CN(C)Cc2ccncc2)OCCCC[C@@H](C)O3)cc1,7,4,x,3,2,-10,2,1
Cc1cccc(-n2nc3c(c2NC(=O)c2ccc4c(c2)OCO4)CS(=O)(=O)C3)c1C,-11,1,7,x,-3,-7,6,5
CC(C)n1c(O)c(N=NC(=O)Cc2csc(N3CCOCC3)n2)c2ccccc21,-2,x,10,1,2,10,3,22
O=C(N[C@H](C(=O)N1CCC[C@H]1C(=O)NCCc1ccccc1Cl)c1ccccc1)c1ccc(Cl)cc1Cl,-4,x,0,-10,2,-20,x,4
COc1cnc(-c2cccc(C(F)(F)F)c2)nc1OC,-11,-8,22,3,3,-35,x,-7
O=C(Nc1cccc(F)c1)N1CCCCN2[C@H](CO)[C@H](c3ccc(-c4ccncc4)cc3)[C@H]2C1,-8,10,x,17,2,6,1,-19
O=C(N/N=C/c1c(Cl)cccc1Cl)C(=O)NC1CC1,7,x,-4,1,8,29,x,-7
CCOC(=O)N1CCC(N2C(=O)c3ccccc3C2Nc2ccccc2)CC1 (stereo not given),-3,x,6,2,-1,-21,-4,13
CO[C@H](CN(C)S(=O)(=O)c1ccc(Cl)cc1)[C@@H](C)CN(Cc1ccccc1Cl)[C@H](C)CO,3,-35,0,9,1,-6,1,x
O=C(O)c1c(-c2ccccc2)cnc2ccccc12,-2,14,-7,12,-7,-12,4,-15
